Rab9 prom act = Rab9 promoter activation. hit rate 2.8% among 320,000. Huh7 Rab9 promoter-luciferase reporter, luminescence, 24 h. Potency, µM (highest dose often 9.22 µM), inactives show at the top dose activation, negative = inhibition, actives largely listed as activators; note: potency is the fitted concentration of half-maximal effect; % of control where 0% means no effect; nearly all actives have a fitted effect of over 60% in size
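Rab9 promoter-driven luciferase in stably transfected Huh7 cells; 1500 cells/well rested 2 h, exposed to compound in DMSO for 24 h at 37 °C, 5% CO2. Luminescence read 10 min after adding luciferase reagent at ambient temperature.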
BRCA1 expr up = BRCA1 expression activation. MCF7-BRCA1-FFLuc reporter, luminescence, 48 h; response scale: scaled: vehicle 0%, 10 µM genistein 100%. Potency, µM (titrated, usually from 46.1 µM), without a hit: at the highest dose activation, usual class: activators. hit rate 1.1% among 380,000. AID 624202; note: potency is the fitted concentration of half-maximal effect; nearly all actives have a fitted effect of over 80% in size; some results filed as inactive show a strong effect at the top dose
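Cells: MCF7-BRCA1-FFLuc, 2000/well. Exposure: 48 h, 37 °C, 5% CO2. Read: luminescence, 15 min post-substrate. Controls: genistein 10 microM (maximal activation), DMSO (neutral).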
NPC1 promoter act = activators of NPC1 promoter | Huh7 NPC1 promoter luciferase reporter, 24 h | Potency, µM (highest dose often 9.22 µM), without a hit: at the top dose activation, actives largely listed as activators | hit rate 2.4% among 320,000;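 note: potency is the fitted concentration of half-maximal effect; % of control where 0% means no effect; nearly all actives have a fitted effect of over 60% in size; reporter is driven by a mutant NPC1 promoter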
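Quantitative HTS used a cell-based reporter: Huh7 cells stably bearing the NPC1 promoter upstream of luciferase were treated with compounds for 24 h, and promoter activation was read as luminescence.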
PKM2 activator = activators of human pyruvate kinase M2; hit rate 0.34% among 260,000; Potency, µM (titrated, usually from 57.5 µM), for the others: at the highest dose activation, hits mostly activators; P14618; purified PKM2, Kinase-Glo ATP luminescence, activation; response scale: 0% is enzyme alone, no compound; note: potency is the fitted concentration of half-maximal effect; % is set by controls: 0 for no effect and ±100 for the full control effect; nearly all actives have a fitted effect of over 55% in size
Target sequence (P14618 whole entry, looked up): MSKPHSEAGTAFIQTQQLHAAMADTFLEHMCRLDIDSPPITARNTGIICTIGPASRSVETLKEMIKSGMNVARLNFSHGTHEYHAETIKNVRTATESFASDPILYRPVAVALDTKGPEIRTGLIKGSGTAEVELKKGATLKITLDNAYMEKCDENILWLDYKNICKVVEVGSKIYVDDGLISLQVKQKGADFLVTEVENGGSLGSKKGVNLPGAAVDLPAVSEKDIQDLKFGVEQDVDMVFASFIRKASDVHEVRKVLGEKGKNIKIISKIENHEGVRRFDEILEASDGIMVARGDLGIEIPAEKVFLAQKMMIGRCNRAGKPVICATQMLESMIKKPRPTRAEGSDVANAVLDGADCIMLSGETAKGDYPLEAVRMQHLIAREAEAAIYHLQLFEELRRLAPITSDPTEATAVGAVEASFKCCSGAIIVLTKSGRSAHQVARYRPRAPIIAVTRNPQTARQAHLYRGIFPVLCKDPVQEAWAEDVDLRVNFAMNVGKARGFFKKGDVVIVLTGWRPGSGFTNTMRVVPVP
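Kinase-Glo luminescence reports ATP generated from ADP (0.1 mM) and PEP (0.5 mM) by purified hPK-M2 after 1 h at room temperature, pH 7.2 imidazole buffer; intermediate enzyme activity allows detecting inhibitors and activators.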
Giardia killer = Giardia lamblia killing. AID 540267. activity change, % at 7.66 µM, hits read low. hit rate 0.15% among 340,000. Giardia lamblia trophozoite viability; in the data active = activity change below about -80%; inconclusive = between about -30% and that limit;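 note: parasites exposed to compound for two days anaerobically before the ATP read; % is set by controls: 0 for no effect and ±100 for the full control effect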
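Trophozoites 100 cells/well + cpd; 48 hrs, 37 deg C, anaerobic. ATPLite 1-Step added, 15-30 min RT, luminescence read (ATP-based viability).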
p53 reactivator = restores transcriptional activity of mutant p53; H1299 p53-A138V BP100-luciferase reporter, luminescence, 24 h; Potency, µM (top dose mostly 92.2 µM), without a hit: at the highest dose activity change, positive = activation, hits mostly activators; hit rate 0.063% among 320,000; note: potency is the fitted concentration of half-maximal effect; % of control where 0% means no effect; nearly all actives have a fitted effect of over 45% in size
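p53-null H1299 cells stably carrying temperature-sensitive p53-A138V and a BP100-luciferase reporter were pinned with compounds (4-point, 1:5 series) and held 24 hrs at 37 deg C. Luminescence was read 10 min after detection reagent.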
VP16 counter = counter-screen for ROR gamma inhibitors: Gal4-VP16 reporter | Drosophila S2 Gal4-VP16 UAS-luciferase, luminescence, 20 h | Potency, µM (series often up to 53.6 µM), without a hit: at the highest dose activity, negative = inhibition, usual class: inhibitors | hit rate 3.5% among 310,000;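 note: Gal4-VP16 expression switched on by copper sulfate through the metallothionein promoter; potency is the fitted concentration of half-maximal effect; % is set by controls: 0 for no effect and ±100 for the full control effect; nearly all actives have a fitted effect of over 50% in size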
Menin-MLL TR inh = displaces Texas Red mutant MLL peptide from human menin; O00255; Menin + Texas Red MLL mutant peptide, fluorescence polarization; Potency, µM (highest dose often 61.6 µM), without a hit: top-dose FP activity change, negative = inhibition, most hits filed as inhibitors; hit rate 0.23% among 270,000; active = well fitted inhibition curve with a large enough effect in the polarisation, with a control signal flat, not every such curve was filed as active; inconclusive = small, poorly fitted or top-dose-only effect, or effect the other way, or a change in a side signal; inactive = no such curve, though single readings can be large or run the other way; the % refers to the polarisation; note: potency is the fitted concentration of half-maximal effect; % of control where 0% means no effect; many of its hits are not listed in these tables
ELG1 genotox = inducers of genotoxicity in HEK293T ELG1-luciferase cells; Potency, µM (titrated, usually from 46 µM), inactives show at the top dose activity change, positive = activation, hits mostly activators; HEK293T ELG1-luciferase reporter, luminescence, 16 h; hit rate 1.3% among 330,000; note: potency is the fitted concentration of half-maximal effect; % of control where 0% means no effect; nearly all actives have a fitted effect of over 60% in size
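Genotoxic stress is detected as increased luminescence from luciferase-tagged ELG1 in HEK293T cells, measured with ONE-Glo after a 16 hr treatment at 37 °C.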
RORg inh = blocks mouse ROR gamma transcriptional activity. Drosophila S2 Gal4-RORgamma UAS-luciferase reporter, 20 h. Potency, µM (series often up to 53.6 µM), for inactives: at the highest dose activity change, negative = inhibition, most hits filed as inhibitors. AID 2551. hit rate 5.4% among 310,000. P51450; note: potency is the fitted concentration of half-maximal effect; % is set by controls: 0 for no effect and ±100 for the full control effect; nearly all actives have a fitted effect of over 60% in size
Target sequence (P51450 whole entry, looked up, the tested form may be a part): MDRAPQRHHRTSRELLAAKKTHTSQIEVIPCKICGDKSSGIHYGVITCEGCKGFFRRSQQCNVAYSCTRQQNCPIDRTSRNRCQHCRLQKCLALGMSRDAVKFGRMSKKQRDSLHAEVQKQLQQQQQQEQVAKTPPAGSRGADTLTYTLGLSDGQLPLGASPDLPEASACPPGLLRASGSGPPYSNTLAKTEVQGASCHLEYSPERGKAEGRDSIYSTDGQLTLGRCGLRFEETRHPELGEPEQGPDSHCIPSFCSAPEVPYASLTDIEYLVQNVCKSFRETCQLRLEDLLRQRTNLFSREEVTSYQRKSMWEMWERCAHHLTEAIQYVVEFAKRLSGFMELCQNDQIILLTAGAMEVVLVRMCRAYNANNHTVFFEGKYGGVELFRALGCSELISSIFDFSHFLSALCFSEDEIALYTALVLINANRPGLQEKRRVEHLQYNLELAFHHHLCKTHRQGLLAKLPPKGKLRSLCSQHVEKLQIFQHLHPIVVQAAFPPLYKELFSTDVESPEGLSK
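Luciferase reporter read in Schneider cells carrying Gal4-RORγ (mouse) and UAS-Photinus luciferase; cells given compound 1 h before 700 uM copper sulfate induction, then incubated 20 h at ambient temperature.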
FLuc counter = firefly luciferase modulation, counter-screen for miR-21 project | P08659 | purified FLuc, Km substrates, luminescence inhibition | Potency, µM (titrated, usually from 57.5 µM), inactives show at the highest dose activity change, negative = inhibition, actives largely listed as inhibitors | hit rate 6.9% among 360,000;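 note: potency is the fitted concentration of half-maximal effect; plate controls were vehicle for no effect and reference inhibitor for full effect; nearly all actives have a fitted effect of over 55% in size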
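Biochemical qHTS of compounds, final roughly 60 µM downward over six points, against 10 nM purified firefly luciferase using Km concentrations of substrates (10 uM D-luciferin, 10 uM ATP) in Tris acetate pH 7.5 buffer; luminescence output.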
Numbers without * were called inactive; u = inconclusive; x = no result given; [ ] = another dose, or the depositor's remark. Unless noted, calls come from the whole dose curve; as a rule, active = well fitted curve in the direction sought with a large enough effect; inconclusive = small, poorly fitted or top-dose-only effect, or another doubt; inactive = no such curve, though single readings can be large; an effect the other way counts as inactive or inconclusive. Only part of the results is shown (hit frequency here may not be typical).

SMILES	Rab9 prom act	BRCA1 expr up	NPC1 promoter act	PKM2 activator	Giardia killer	p53 reactivator	VP16 counter	Menin-MLL TR inh	ELG1 genotox	RORg inh	FLuc counter
O=C1CCCC(O)=C1C=Nc1ccc2c(c1)oc1ccccc12	u	u	25%	3%	2	5%	u	6%	0%	u	2.1µM*
Nc1c(N(Cc2ccccc2)C(=O)COc2ccc(F)cc2)c(=O)[nH]c(=O)n1Cc1ccccc1	-3%	-18%	-5%	1%	-22	x	x	13%	2%	x	5%
CC(NC(=O)/C=C/c1ccc(Br)cc1)c1ccccc1 (centres undefined)	-1%	-20%	-1%	0%	2	-13%	-1%	1%	-4%	12%	0%
CS(=O)(=O)c1cccc(NC(=O)C2CCCN2S(=O)(=O)c2ccc(F)cc2)c1 (centres undefined)	0%	4%	-1%	0%	1	1%	4%	3%	0%	-2%	0%
COc1cnc(-c2ccccc2)nc1Oc1ccc(Cl)cc1C	-1%	-5%	4%	-14%	1	-3%	-23%	7%	-2%	16%	-3%
Cc1ccc(C)c(CN2CCCNC2=O)c1	1%	7%	-2%	1%	-22	0%	-13%	6%	-2%	0%	1%
COc1ccc2nc(NC(=O)C3=NN(c4ccccc4)C(=O)CC3)sc2c1	1%	27%	-4%	3%	13	5%	u	13%	1%	-30%	u
O=C1CCCC2=C1C(c1cccs1)n1ncnc1N2 (centres undefined)	1%	-3%	-1%	1%	-5	-6%	2%	-8%	-7%	-22%	4%
O=[N+]([O-])c1cccc(N=NN(CCO)c2cccc([N+](=O)[O-])c2)c1	-7%	-24%	-5%	8%	u	-2%	4%	u	-5%	-7%	4%
O=C(NCc1ccco1)c1cc([N+](=O)[O-])ccc1N1CCCCC1	-10%	-14%	0%	7%	-18	6%	u	-7%	-4%	17%	4%
COc1ccc(NC(=O)CC2C(=O)N(c3cccc(OC)c3)C(=O)N2C2CCCCC2)cc1 (centres undefined)	12%	-15%	-4%	1%	-16	-6%	-2%	3%	1%	24%	-1%
O=C(CCN1C(=O)c2ccccc2S1(=O)=O)Nc1nc2c(s1)CCCC2	22%	45%	26%	1%	-15	19%	3%	0%	15%	u	u
O=C1N(Cc2cccnc2)C[C@@H]2C[C@@H](c3ccccc3C(F)(F)F)N3CCC[C@@]123	-3%	-1%	-2%	-18%	13	-1%	-2%	x	-8%	13%	-1%
COCCCNC(=O)CN(c1cc(Cl)cc(Cl)c1)S(C)(=O)=O	-1%	4%	0%	3%	7	-3%	0%	5%	0%	u	-2%
CCCC(CCC(=O)Nc1ccc(S(N)(=O)=O)cc1)C(=O)O (centres undefined)	-3%	5%	0%	-7%	-13	-2%	-4%	5%	0%	0%	9%
CCN(CC)C(=O)C1CCN(c2ncnc3c2cnn3-c2ccc(C)cc2C)CC1	4%	-3%	1%	2%	8	u	2%	0%	0%	23%	-2%
Cc1ccc(OCC(=O)Nc2ccccc2C(=O)N2CCCC2)cc1	-2%	-18%	-1%	x	0	-1%	8%	x	-14%	-16%	-1%
CC(C)Oc1ccc(CCC(=O)NNC(=O)CCC(=O)O)cc1	7%	7%	-3%	1%	14	2%	-5%	x	2%	-1%	-2%
CCOC(=O)N1CCC(NCCNC(=O)c2ccccc2Cl)CC1	-1%	3%	-3%	-10%	8	-8%	1%	9%	1%	-8%	2%
CCOC(=O)Nc1cccc(C(=O)O)c1	u	15%	u	9%	21	u	10%	2%	7%	-9%	-19%
CN(c1cccc(NC(=O)c2cccc([N+](=O)[O-])c2)c1)S(C)(=O)=O	8%	-5%	4%	2%	6	10%	-7%	23%	3%	u	-15%
Cc1cc(C(=O)O)oc(=O)c1	-4%	2%	-5%	-1%	0	2%	-17%	x	1%	-10%	5%
O=C(Nc1cccnc1Cl)c1cc(-c2cccc(O)c2)on1	-1%	43%	-2%	17%	-8	u	-25%	u	u	u	u
CCOC(=O)c1ccc(NC(=O)C2C3CCCCC32)cc1 (centres undefined)	u	u	u	-2%[11.5 µM]	6	0%	3%	22%	23%	u	15µM*
O=C(Nc1ccc([N+](=O)[O-])cc1)c1cncc(Br)c1	-4%[1.84 µM]	60%	-6%	-6%	-16	16%	-19%[10 µM]	u	-19%	3%	-1%
Cc1ccc(NC(=O)CN(C)C(=O)Cn2cc(C(F)(F)F)ccc2=O)cc1	1%	1%	-1%	9%	0	7%	-3%	-15%	4%	6%	-2%
COc1ccc2oc(C(=O)NCCN3CCOCC3)c(C)c2c1OC	2.2µM*	0%	2µM*	-12%	-8	24%	-7%	x	10µM*	0%	15µM*
COC(=O)[C@@H](NC(=O)NC1CCN(Cc2ccccc2)CC1)C(C)C	-3%	-17%	-3%	7%	15	18%	9%	5%	2%	5%	4%
O=C(/C=C/c1c(F)cccc1Cl)NCc1ccco1	0%	u	13%	-1%	57[activator]	26%	-2%	3%	14%	2%	u
COc1ccc(S(=O)(=O)N/N=C(/C)c2cccc(NC(=O)c3ccccc3Cl)c2)cc1	0%	18%	-3%	0%	7	6%	-9%	14%	-3%	9%	27µM*
NS(=O)(=O)c1ccc(CCNC(=O)CN2CCCCC2)cc1	2%	-27%	0%	-24%	7	2%	2%	-1%	0%	-41%	1%
Cc1cccc(N(C)C(=O)c2cc3c(=O)[nH]c4ccc(C)cc4c3s2)c1	-19%	-34%	-31%[inhibitor]	1%	2	-1%	3%	x	6%	-7%	-1%
O=C(Nc1ccccc1F)c1ccc2c(c1)CCN2S(=O)(=O)c1ccccc1	-2%	3%	0%	1%	-5	1%	0%	u	0%	27%	0%
Cc1cc(C)c2c(N)c(C(=O)NNC(=O)c3ccccc3)sc2n1	3.5µM*	8.9µM*	3.2µM*	-17%	-21	4%	-4%	-1%	u	-27%	u
Cc1cnc(NC(=O)/C=C/c2ccc(Br)o2)s1	u	0%	u	-8%	-5	9%	-9%	x	u	-8%	-8%
Clc1ccccc1Cn1c(/C=C/c2ccco2)nc2ccccc21	2%	-82%	-2%	0%	-8	26%	u	3%	-1%	11µM*	11µM*

Some of the entries above in a different format.
molecule | Rab9 prom act | BRCA1 expr up | NPC1 promoter act | PKM2 activator | Giardia killer | p53 reactivator | VP16 counter | Menin-MLL TR inh | ELG1 genotox | RORg inh | FLuc counter
COC(=O)[C@@H](NC(=O)NC1CCN(Cc2ccccc2)CC1)C(C)C | -3% | -17% | -3% | 7% | 15 | 18% | 9% | 5% | 2% | 5% | 4%
O=C(/C=C/c1c(F)cccc1Cl)NCc1ccco1 | 0% | u | 13% | -1% | 57[activator] | 26% | -2% | 3% | 14% | 2% | u
COc1ccc(S(=O)(=O)N/N=C(/C)c2cccc(NC(=O)c3ccccc3Cl)c2)cc1 | 0% | 18% | -3% | 0% | 7 | 6% | -9% | 14% | -3% | 9% | 27µM*
NS(=O)(=O)c1ccc(CCNC(=O)CN2CCCCC2)cc1 | 2% | -27% | 0% | -24% | 7 | 2% | 2% | -1% | 0% | -41% | 1%
Cc1cccc(N(C)C(=O)c2cc3c(=O)[nH]c4ccc(C)cc4c3s2)c1 | -19% | -34% | -31%[inhibitor] | 1% | 2 | -1% | 3% | x | 6% | -7% | -1%
O=C(Nc1ccccc1F)c1ccc2c(c1)CCN2S(=O)(=O)c1ccccc1 | -2% | 3% | 0% | 1% | -5 | 1% | 0% | u | 0% | 27% | 0%
Cc1cc(C)c2c(N)c(C(=O)NNC(=O)c3ccccc3)sc2n1 | 3.5µM* | 8.9µM* | 3.2µM* | -17% | -21 | 4% | -4% | -1% | u | -27% | u
Cc1cnc(NC(=O)/C=C/c2ccc(Br)o2)s1 | u | 0% | u | -8% | -5 | 9% | -9% | x | u | -8% | -8%
Clc1ccccc1Cn1c(/C=C/c2ccco2)nc2ccccc21 | 2% | -82% | -2% | 0% | -8 | 26% | u | 3% | -1% | 11µM* | 11µM*

Screening results from PubChem.
